GRIN3A LBD mod – binders of NR3A ligand-binding domain, primary screen, biophysical, differential scanning fluorimetry, uHTS. actives 2.5% (n = 340,000). NR3A LBD differential scanning fluorimetry, Tm shift; 0% = protein alone, 100% = glycine-bound protein. Tm shift relative to glycine control, % at 25 µM;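 active = melting temperature shift of at least 10% of the positive control shift, at one fixed dose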
MIN6 prolif – inducers of MIN6 beta-cell proliferation, primary screen, ATP luminescence, uHTS | actives 0.29% (n = 330,000) | MIN6 cells proliferation, ATPlite luminescence, 48 h; cells starved in 0.2% serum; 100% = growth in 10% serum | proliferation, % at 10 µM;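 active = compounds whose signal lies at least 3.5 SD above the mean of all wells on their plate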;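 note: 0% = DMSO-treated cells in low-serum medium and 100% = 10% serum control; some compounds called inactive have numbers as strong as hits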
NLRP3 yeast inh – NALP3 inflammasome inhibitors in reconstituted yeast, primary screen, luminescence, uHTS. Yeast reconstituted NLRP3/ASC/caspase-1, beta-gal luminescence, 24 h. inhibition, % at 10 µM. actives 0.39% (n = 330,000). AID 2825, 2010;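 active = inhibition of 50% or more; inactive = inhibition below 50%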;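 note: plate controls were induced DMSO wells for no effect and uninduced yeast grown without galactose for full effect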
tim23-1 inh – growth inhibitors of tim23-1 mutant yeast, primary screen, luminescence, uHTS. S. cerevisiae tim23-1 growth, BacTiter-Glo luminescence, 24 h. inhibition, % at 20 µM. actives 1.3% (n = 330,000);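 active = growth inhibition of the mutant yeast at or above 50%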;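 note: temperature-sensitive mutant grown at 25 °C; plate controls were DMSO-treated mutant yeast for no effect and medium wells lacking yeast for full effect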
APJ antagonist – antagonists of human apelin receptor APJ, primary screen, CHO-K1 cells, beta-arrestin complementation, luminescence | P35414 | inhibition, % at 20 µM | actives 0.32% (n = 330,000);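 active = inhibition above about 40% at 20 µM, limit read from the data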;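 note: cells challenged with 10 nM apelin-13 agonist together with compound; plate controls were apelin-13 plus DMSO wells for no effect and DMSO wells lacking apelin-13 for full effect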
Target sequence (P35414 whole entry, looked up): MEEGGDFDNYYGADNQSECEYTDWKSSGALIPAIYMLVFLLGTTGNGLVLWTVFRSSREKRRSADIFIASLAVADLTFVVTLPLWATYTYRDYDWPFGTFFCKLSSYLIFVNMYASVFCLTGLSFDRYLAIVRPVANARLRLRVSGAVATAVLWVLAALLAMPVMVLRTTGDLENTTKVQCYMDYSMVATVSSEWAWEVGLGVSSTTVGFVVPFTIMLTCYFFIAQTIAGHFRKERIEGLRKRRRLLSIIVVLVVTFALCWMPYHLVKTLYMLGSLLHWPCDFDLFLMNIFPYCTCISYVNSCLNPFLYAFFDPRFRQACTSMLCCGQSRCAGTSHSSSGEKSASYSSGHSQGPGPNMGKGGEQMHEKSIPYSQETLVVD
tim10-1 inh – growth inhibitors of tim10-1 mutant yeast, primary screen, luminescence, uHTS. inhibition, % at 20 µM. AID 463190, 2010. S. cerevisiae tim10-1 ts strain growth, BacTiter-Glo, 24 h. actives 2.2% (n = 330,000);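 active = inhibition of at least 40%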;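 note: mutant grown at 25 °C; 0% = DMSO wells with yeast and 100% = wells holding no yeast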
TIM10 inh – growth inhibitors of isogenic TIM10 control yeast, primary screen, counter-screen for tim10-1 yeast inhibitor project, luminescence, uHTS; S. cerevisiae TIM10 strain growth, BacTiter-Glo luminescence, 24 h; inhibition, % at 10 µM; actives 1.4% (n = 330,000); AID 463195, 2010;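 active = inhibition of 40% or more at the single tested concentration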;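 note: wild-type TIM10 isogenic control strain grown at permissive 25 °C; 0% = DMSO yeast wells and 100% = minimal medium wells without yeast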
MPTP block – mitochondrial permeability transition pore inhibitors, primary screen, biochemical, isolated mouse mitochondria, absorbance | Ca2+ swelling absorbance, 30 min | inhibition, % at 10 µM | actives 1.4% (n = 360,000);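 active = inhibition of 50% or more, scaled per plate between neutral and stimulator controls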;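 note: 0% = DMSO wells given calcium and 100% = 1 mM EGTA wells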
APJ ag – agonists of human apelin receptor APJ, primary screen, CHO-K1 cells, PathHunter beta-arrestin, luminescence; P35414; 0% DMSO wells, 100% apelin; activation, % at 20 µM; actives 0.11% (n = 330,000);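 active = activation more than six SD over the plate average, tested at 20 µM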;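 note: 0% = DMSO alone and 100% = apelin-13 at 10 nM; some results filed as inactive read as strong as hits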
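Test system – PathHunter CHO-K1 APJ (AGTRL-1) beta-arrestin reporter cells · Input – 1000 cells/well · Compound – single test compound dose, 20 µM final, 1% DMSO · Times – compound stimulation 90 min at 25 °C, detection 60 min · Technique – beta-gal luminescence · Read-out basis – APJ–arrestin association signal · Control set – negative DMSO alone, positive Apelin-13 at 10 nM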
* marks the source's active call; other numbers are inactive results.

SMILES	GRIN3A LBD mod	MIN6 prolif	NLRP3 yeast inh	tim23-1 inh	APJ antagonist	tim10-1 inh	TIM10 inh	MPTP block	APJ ag
CC1CCN(C(=O)CCNC(=O)Cn2cnc3sc4c(c3c2=O)CCCC4)CC1	-2	2	11	16	15	11	27	1.0	-3
Cc1ccc(C)c(NC(=O)COC(=O)Cc2ccsc2)c1	-2	3	25	4	-3	18	13	-0.4	-3
CCc1ccc(N(CC(=O)NCc2cccnc2)S(=O)(=O)c2ccccc2)cc1	-5	-2	21	6	13	20	-5	0.6	-4
O=C1C(C=NCc2ccccn2)=C(O)c2ccccc21	-1	-3	24	-6	8	0	1	-0.8	2
C[C@H](CO)N1C[C@H](C)[C@@H](CN(C)S(=O)(=O)c2cccs2)Oc2ccc(NS(=O)(=O)c3ccccc3)cc2C1=O	1	-2	1	20	-2	5	1	0.7	-4
COc1cc(C)c(C(N)=O)c(OC)n1	-1	-1	12	3	-1	-3	-9	1.2	-2
COC(=O)c1ccccc1NC(=O)Nc1ccc2c(c1)OCO2	1	3	-2	2	9	10	5	-1.9	-4
CCN(CC)CCN(Cc1cc2cc(C)ccc2[nH]c1=O)C(=S)Nc1ccccc1	0	-2	17	23	0	20	21	-0.1	-3
Cn1c(COc2ccc(F)cc2)nc2ccccc21	-1	0	39	11	9	-43	-5	-0.4	-3
CN(NS(=O)(=O)c1ccc(Cl)cc1)c1cnn(C)c(=O)c1Cl	1	-1	10	3	16	1	-9	-0.5	-2
Nc1nc(Br)c2c(F)cccc2c1-c1ccccc1	3	0	17	-2	10	26	-17	0.4	-6
O=C1CC(C(=O)N(c2ccccc2)C(C(=O)NC2CCCC2)c2ccncc2)CS1 (stereo not given)	6	0	18	-10	4	-2	-6	-0.4	-3
O=C(NCCCCNC(=O)C1CCCC1)C1CCCC1	1	-3	14	-4	7	3	-17	-3.2	-3
FC(F)(F)c1nc2ccccc2nc1N/N=C/c1ccc(Cl)cc1	-10	-3	20	13	6	3	-3	6.2	5
CCOc1ccc(NC(=O)c2c(OC)cccc2OC)cc1	2	-1	5	3	10	4	0	-0.1	-3
O=C(NC1CCN(C(=O)NCc2ccccc2)CC1)c1cccc(F)c1	-1	0	26	-3	4	2	-2	3.8	3
O=C(Oc1coc(CSc2ncccn2)cc1=O)c1ccc(Br)o1	1	-2	-4	25	0	37	44*	15	4
CCCCS(=O)(=O)Nc1ccc2ncn(C)c(=O)c2c1	11*	1	9	2	2	8	10	-1.7	-1
CC(C)(C)NC(=O)CSc1nc(O)cc(=O)n1-c1ccccc1	-1	-2	-5	7	10	-1	12	-0.2	2
Cc1ccccc1NC(=O)COC(=O)c1cc(S(=O)(=O)N2CCOCC2)ccc1C	-1	-2	14	23	8	19	9	1.8	-1
O=C(Nc1ccccc1Cc1ccccc1)c1ccccc1NS(=O)(=O)c1ccc(Cl)s1	34*	0	-28	20	-8	13	10	64*	2
O=C(Nc1ccccc1)C1CCN(C(=O)c2ccccc2)CC1	-1	-1	8	4	-5	20	1	1.4	-3
Cc1onc(-c2ccccc2Cl)c1C(=O)Nc1ccc(-c2nnc3n2CCCCC3)cc1	-1	1	16	14	12	8	3	-0.6	1
Cc1nnc(SCCCn2c(N3CCCCC3)nc3c2c(=O)[nH]c(=O)n3C)s1	-1	0	12	7	3	11	3	2.4	-1
CC(C)(C)NS(=O)(=O)NC(=O)C1=C(N2CCCC2)COC1=O	-1	1	2	-4	10	-22	1	-0.5	-2
COCCCN1C(=O)C(=O)/C(=C(/O)c2ccc(OC(C)C)c(C)c2)C1c1ccncc1 (stereo not given)	0	-2	5	9	11	-1	-9	-0.7	-2
O=C(NCc1ccncc1)c1ccccc1Nc1ccc(SC(F)F)cc1	-14	3	3	-189	15	-57	-5	0.1	-2
COCCNC(=O)C1c2cc(OC)c(OC)cc2C(=O)N(C)C1c1cccnc1 (stereo not given)	-1	-2	-8	4	-2	3	-3	0.2	2
CC(C)CCNC(=O)c1ccc2c(Cl)c3c(nc2c1)CCC3	-1	-5	4	43	1	41*	10	1.2	-5
O=C(NNC1=NS(=O)(=O)c2ccccc21)c1ccccc1Cl	-1	-3	12	-2	9	-14	3	0.6	-1

A few values from the entries so far.
`Cc1onc(-c2ccccc2Cl)c1C(=O)Nc1ccc(-c2nnc3n2CCCCC3)cc1` in APJ antagonist reads 12
`COCCCN1C(=O)C(=O)/C(=C(/O)c2ccc(OC(C)C)c(C)c2)C1c1ccncc1` (stereo not given) in TIM10 inh reads -9
`O=C(NCc1ccncc1)c1ccccc1Nc1ccc(SC(F)F)cc1` in GRIN3A LBD mod reads -14
`CC(C)CCNC(=O)c1ccc2c(Cl)c3c(nc2c1)CCC3` in TIM10 inh reads 10
`O=C(Nc1ccccc1Cc1ccccc1)c1ccccc1NS(=O)(=O)c1ccc(Cl)s1` in GRIN3A LBD mod reads 34*

(cont.)
SMILES	GRIN3A LBD mod	MIN6 prolif	NLRP3 yeast inh	tim23-1 inh	APJ antagonist	tim10-1 inh	TIM10 inh	MPTP block	APJ ag
COc1ccccc1NS(=O)(=O)c1cccc(NC(=O)C2CC(=O)N(Cc3ccccc3)C2)c1 (stereo not given)	-57	-2	-5	10	3	11	5	0.7	-1
COc1ccc(C2c3[nH]c4ccccc4c3C[C@H]3C(=O)N(C4CCN(Cc5ccccc5)CC4)CC(=O)N23)cc1OC (stereo not given in full)	-3	-7	18	8	11	4	6	-2.0	-3
CC(C)C[C@@H](C(=O)O)N(Cc1cccc(CN([C@@H](CC(C)C)C(=O)O)S(C)(=O)=O)c1)S(C)(=O)=O	2	-5	1	-3	-13	-1	-4	-0.5	7
Cc1cccc(NC(=S)NC(NC(=O)c2ccco2)C(Cl)(Cl)Cl)c1 (stereo not given)	5	0	18	6	14	20	7	6.8	0
Cc1cccc(/C=N/NC(=O)CNc2cccc3ccccc23)n1	5	0	19	18	11	24	9	1.0	5
Cc1cccc(CC(=O)N2CCC(n3nccc3NC(=O)C3CC3)CC2)c1	0	-1	24	-3	3	-25	4	-0.1	-4
Cc1cc(C)n(C(=O)CNc2ccccc2Cl)n1	-1	-4	14	20	-7	18	6	-0.1	-6
O=C(NC12CC3CC(CC(C3)C1)C2)c1cccnc1	0	3	5	14	-27	16	9	-1.8	-3
CCN(CC(=O)Nc1ccc(NC(C)=O)cc1)C(=O)/C=C/c1cn(Cc2ccccc2)nc1-c1cccnc1	6	2	13	3	12	-2	3	-0.5	0
Cc1cc(C(=O)CN2C(=O)C(=O)N(CC(C)C)C2=O)c(C)n1C1CC1	1	1	18	39	2	2	8	-0.2	-3
COc1ccccc1OCC(=O)Nc1sc2c(c1C(=O)NCC1CCCO1)CCC2 (stereo not given)	0	0	6	25	-19	-5	15	1.0	-2
CCOc1cc(C(=S)N2CCOCC2)ccc1OC(=O)/C=C/c1ccc(OC)c(OC)c1	-6	0	12	3	7	6	6	0.3	-4
C=C(C)CNc1cc(S(=O)(=O)N2CCOCC2)ccc1Oc1ccccc1	3	-6	16	32	8	30	8	-0.9	-2
CCn1c(SC)nnc1-c1c[nH]c2ccccc12	-1	-1	0	3	-16	-1	-10	-1.9	-3
Cc1nc2cc(C(=O)OCC(=O)N(CC(C)C)C3CCS(=O)(=O)C3)ccc2n1-c1ccccc1 (stereo not given)	-2	-1	14	8	4	13	3	-0.9	-2
Cc1c(Br)c([N+](=O)[O-])nn1CC(=O)NCCc1c[nH]c2ccccc12	-7	-1	-4	-18	7	-2	4	1.5	1
Cc1ccc(CN2C(=O)[C@H]3Cc4c([nH]c5ccccc45)C(C)(C)N3C2=O)cc1	0	-8	27	38	-57	21	35	1.5	1
COc1ccc(/C=C/C(=O)NC(=S)Nc2ccc(N3CCN(C(C)=O)CC3)cc2)cc1	3	-2	14	9	18	12	11	14	-3
O=C(c1cc(Cl)c(=O)n(Cc2ccc(Cl)cc2)c1)N1CCOCC1	1	1	5	3	4	1	-14	0.4	4
CCN1CCN(c2ccc(NC(=O)c3ccc(C#N)cc3F)cc2Cl)CC1	2	1	-17	-33	24	-9	-29	4.6	-2

Some of these compounds in order of molar mass, rising.
SMILES	GRIN3A LBD mod	MIN6 prolif	NLRP3 yeast inh	tim23-1 inh	APJ antagonist	tim10-1 inh	TIM10 inh	MPTP block	APJ ag
COc1cc(C)c(C(N)=O)c(OC)n1	-1	-1	12	3	-1	-3	-9	1.2	-2
Cn1c(COc2ccc(F)cc2)nc2ccccc21	-1	0	39	11	9	-43	-5	-0.4	-3
Cc1nc2cc(C(=O)OCC(=O)N(CC(C)C)C3CCS(=O)(=O)C3)ccc2n1-c1ccccc1 (stereo not given)	-2	-1	14	8	4	13	3	-0.9	-2
CC(C)C[C@@H](C(=O)O)N(Cc1cccc(CN([C@@H](CC(C)C)C(=O)O)S(C)(=O)=O)c1)S(C)(=O)=O	2	-5	1	-3	-13	-1	-4	-0.5	7

Next compounds
SMILES	GRIN3A LBD mod	MIN6 prolif	NLRP3 yeast inh	tim23-1 inh	APJ antagonist	tim10-1 inh	TIM10 inh	MPTP block	APJ ag
Cc1nccc2[nH]c(=O)c(C(=O)NC3CCCCC3C)cc12 (stereo not given)	-1	2	0	-1	-3	13	9	-0.6	0
Cc1nn(C)c(Cl)c1/C=N/OC(=O)c1ccccc1	-1	-4	16	1	20	-11	-13	-1.2	-2
CCCn1c(N)c(N(CCOC)C(=O)c2ccc([N+](=O)[O-])c(C)c2)c(=O)[nH]c1=O	1	-2	-7	30	10	29	3	-0.2	-1
COc1ccccc1NC(=O)c1oc2ccccc2c1NC(=O)c1cc(OC)c(OC)c(OC)c1	1	-3	1	-16	-2	5	2	0.5	-5
O=C1CC(c2cccc(Cl)c2)Cc2nc(N3CCN(c4ccccc4)CC3)ncc21 (stereo not given)	5	-1	-2	-1	-13	-12	1	-2.1	-2
COc1ccc(C2C(C#N)=C(N)OC3=C2C(=O)CC(C)(C)C3)cc1OC (stereo not given)	-1	0	10	3	4	-2	0	-0.8	-1
O=C(c1cc([N+](=O)[O-])ccc1N1CCCCC1)N1CCCCC1	-5	3	9	31	8	20	13	-2.8	-5
O=C(N/N=C/C=C/c1ccccc1)c1cccnc1	0	-1	-5	35	-6	18	0	0.9	-3

From PubChem BioAssay

No enrichment for hits. About 7.2% of those tested had a hit in this group.
